Source: PubChem (several laboratories)
SARS 3CLpro inh: SARS-CoV 3CLpro protease inhibition | recombinant SARS-CoV 3CLpro, quenched FRET peptide cleavage | inhibition, % at 6 µM | hit rate 0.14% among 290,000 | P0C6X7; in the data active = inhibition above about 12%
Mtb BioA inh: blocks M. tuberculosis BioA enzyme activity; purified M. tuberculosis BioA enzyme, plate reader; inhibition, % at 9.99 µM; hit rate 0.096% among 360,000; in the data active = inhibition above about 40%
GDH-TPI inh: GDH-TPI coupled enzyme inhibition counter-screen; hit rate 1.2% among 360,000; GDH-TPI coupled enzyme counterscreen, NADH absorbance; inhibition, % at 4.8 µM; AID 588335; in the data active = inhibition above about 30%;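 also: 0% = DMSO wells and 100% = wells lacking the enzyme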
Rv3671c inh: inhibits the M. tuberculosis serine protease Rv3671c; P9WHR9; inhibition, % at 5.96 µM; hit rate 0.048% among 320,000; in the data active = inhibition above about 38%;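 also: extracellular domain of Rv3671c used as enzyme; 0% = enzyme with DMSO and 100% = no enzyme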
Vc quorum ag: induces V. cholerae light production without autoinducers. V. cholerae BH1578 lux reporter, luminescence, 6 h. AID 588436. hit rate 0.16% among 350,000. activation, % at 18.7 µM; in the data active = activation mostly above about 9.7%, no sharp cut-off; also: not every result past the cut was called active; inactives centre near 0; reference of the scale not given here
PriA SSB inh: inhibitors of Klebsiella pneumoniae PriA binding to SSB C-terminal tail; hit rate 0.6% among 430,000; inhibition, % at 33 µM; AlphaScreen SSBct-PriA binding, biotinylated peptide; in the data active = inhibition mostly above about 37%, no sharp cut-off; inactive = mostly below about 20%;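 also: plate controls were negative control peptide for no effect and reference peptide for full effect; strong numbers were not always called active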
UGM FP inh: inhibitors of M. tuberculosis UDP-galactopyranose mutase; purified UGM, fluorescence polarization probe displacement; inhibition, % at 10 µM; hit rate 0.06% among 320,000; in the data active = inhibition above about 10%, passing the limit was not always enough
Target sequence (P9WIQ1 whole entry, looked up): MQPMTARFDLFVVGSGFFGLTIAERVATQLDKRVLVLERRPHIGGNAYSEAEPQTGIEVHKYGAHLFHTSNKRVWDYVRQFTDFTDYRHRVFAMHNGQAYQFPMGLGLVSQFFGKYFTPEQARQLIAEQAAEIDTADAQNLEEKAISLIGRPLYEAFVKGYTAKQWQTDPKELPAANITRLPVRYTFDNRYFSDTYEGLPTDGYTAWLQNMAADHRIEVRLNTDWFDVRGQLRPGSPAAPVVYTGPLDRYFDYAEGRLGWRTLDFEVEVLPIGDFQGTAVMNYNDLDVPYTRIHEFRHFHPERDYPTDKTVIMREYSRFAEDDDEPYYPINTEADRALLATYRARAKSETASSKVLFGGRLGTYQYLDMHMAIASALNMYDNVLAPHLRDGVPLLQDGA
VHR inh abs: DUSP3 (human) phosphatase inhibition; inhibition, % at 13.3 µM; hit rate 0.52% among 290,000; P51452; recombinant VHR phosphatase, pNPP absorbance; AID 1654; in the data active = inhibition above about 50%; also: some compounds called inactive have numbers as strong as hits
Target sequence (P51452 whole entry, looked up): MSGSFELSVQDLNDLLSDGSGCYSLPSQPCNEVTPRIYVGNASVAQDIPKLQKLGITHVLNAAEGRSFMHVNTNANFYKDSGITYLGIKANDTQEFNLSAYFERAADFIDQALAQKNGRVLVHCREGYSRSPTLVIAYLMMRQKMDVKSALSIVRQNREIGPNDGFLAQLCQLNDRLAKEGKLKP
MazEF act: MazEF (E. coli) toxin RNase activation | P0AE70 | FAM/BHQ RNA-DNA oligo cleavage fluorescence, 5 h | activation, % at 20 µM | hit rate 0.32% among 350,000 | AID 504720; in the data active = activation above about 50%
Target sequence (P0AE70 whole entry, looked up): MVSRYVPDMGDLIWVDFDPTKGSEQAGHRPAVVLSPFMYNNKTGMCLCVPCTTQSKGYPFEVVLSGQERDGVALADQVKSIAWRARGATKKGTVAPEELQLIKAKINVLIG
FBA Mtb inh: inhibits M. tuberculosis FBA enzyme; P9WQA3; purified M. tuberculosis FBA, fluorescence read-out; inhibition, % at 1 µM; hit rate 2.3% among 360,000; AID 588726; in the data active = inhibition above about 27%;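 also: 0% = vehicle and 100% = reference inhibitor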
Target sequence (P9WQA3 whole entry, looked up): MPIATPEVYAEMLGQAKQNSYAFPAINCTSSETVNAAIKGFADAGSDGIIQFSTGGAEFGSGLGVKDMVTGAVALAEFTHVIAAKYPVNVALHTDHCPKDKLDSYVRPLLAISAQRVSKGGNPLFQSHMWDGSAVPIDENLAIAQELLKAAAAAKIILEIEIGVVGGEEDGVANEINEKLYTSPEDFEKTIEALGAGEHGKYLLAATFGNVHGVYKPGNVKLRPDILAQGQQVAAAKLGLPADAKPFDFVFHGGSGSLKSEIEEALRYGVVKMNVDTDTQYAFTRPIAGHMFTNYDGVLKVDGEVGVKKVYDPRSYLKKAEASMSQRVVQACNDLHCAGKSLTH
An asterisk follows results filed as active; i = inactive; . = no result given; & = joins results of further samples. These rows are one share of the data (hit frequency here may not be typical).

The first 10 records as a preview:
SMILES | SARS 3CLpro inh | Mtb BioA inh | GDH-TPI inh | Rv3671c inh | Vc quorum ag | PriA SSB inh | UGM FP inh | VHR inh abs | MazEF act | FBA Mtb inh
Cc1cccc(C)c1NC(=O)CNC(=O)Cn1nc(C)c(C)c(C#N)c1=O | . | . | 7 | 6 | -1.1 | -9 | 1.1 | . | -2 | -1
CCC(c1nnnn1C1CCCCC1)N1CCN(C2CCCC2)CC1 (configuration not stated) | -4 | 0.5 | 0 | 2 | -0.5 | -14 | -1.3 | 19 | 8 | 0
CCN(CC)S(=O)(=O)C1CCS(=O)(=O)C1 (configuration not stated) | 6 | -2.4 | 4 | -15 | -0.3 | -1 | -2.5 | 10 | 1 | 2
Cc1cccc(C(=O)N2CCC(c3nc4ccccc4s3)CC2)c1 | 5 | . | 9 | -8 | -0.3 | -13 | -2.0 | 21 | 4 | -2
Cc1c(NC(=O)COC(=O)c2ccc(Cl)nc2)c(=O)n(-c2ccccc2)n1C | . | 1.2 | 11 | -2 | i | -1 | -0.1 | . | -1 | 2
COc1ccc(/C=C/C(=O)c2ccc(C(=O)/C=C/c3ccc(OC)c(OC)c3)cc2)cc1OC | 0 | 13 | 12 | . | i | 7 | . | -10 | -34 | -3
Cn1c(C(C#N)/C(=N\S(=O)(=O)c2cccs2)c2ccccc2)nc2ccccc21 (configuration not stated) | 0 | -2.2 | 22 | 0 | 7.1 | . | 1.2 | 15 | 4 | -1
O=C(O)C1CCc2nc(NCc3ccccc3)nc(NCc3ccccc3)c2C1 (configuration not stated) | . | 14 | 0 | . | i | 6 | . | . | -4 | 4
O=C(Nc1ccc(C(=O)N2CCCC2)cc1)c1cc(F)c(F)cc1Cl | . | 0.9 | -3 | . | i | . | . | . | 2 | 1
COc1cccc(NC(=O)CN(C)CC(=O)Nc2ccc(C)cc2Cl)c1 | -2 | 0.6 | 0 | 5 | -0.5 | -1 | 2.1 | -1 | 1 | -1

This part in full, from the start:
SMILES | SARS 3CLpro inh | Mtb BioA inh | GDH-TPI inh | Rv3671c inh | Vc quorum ag | PriA SSB inh | UGM FP inh | VHR inh abs | MazEF act | FBA Mtb inh
Cc1cccc(C)c1NC(=O)CNC(=O)Cn1nc(C)c(C)c(C#N)c1=O | . | . | 7 | 6 | -1.1 | -9 | 1.1 | . | -2 | -1
CCC(c1nnnn1C1CCCCC1)N1CCN(C2CCCC2)CC1 (configuration not stated) | -4 | 0.5 | 0 | 2 | -0.5 | -14 | -1.3 | 19 | 8 | 0
CCN(CC)S(=O)(=O)C1CCS(=O)(=O)C1 (configuration not stated) | 6 | -2.4 | 4 | -15 | -0.3 | -1 | -2.5 | 10 | 1 | 2
Cc1cccc(C(=O)N2CCC(c3nc4ccccc4s3)CC2)c1 | 5 | . | 9 | -8 | -0.3 | -13 | -2.0 | 21 | 4 | -2
Cc1c(NC(=O)COC(=O)c2ccc(Cl)nc2)c(=O)n(-c2ccccc2)n1C | . | 1.2 | 11 | -2 | i | -1 | -0.1 | . | -1 | 2
COc1ccc(/C=C/C(=O)c2ccc(C(=O)/C=C/c3ccc(OC)c(OC)c3)cc2)cc1OC | 0 | 13 | 12 | . | i | 7 | . | -10 | -34 | -3
Cn1c(C(C#N)/C(=N\S(=O)(=O)c2cccs2)c2ccccc2)nc2ccccc21 (configuration not stated) | 0 | -2.2 | 22 | 0 | 7.1 | . | 1.2 | 15 | 4 | -1
O=C(O)C1CCc2nc(NCc3ccccc3)nc(NCc3ccccc3)c2C1 (configuration not stated) | . | 14 | 0 | . | i | 6 | . | . | -4 | 4
O=C(Nc1ccc(C(=O)N2CCCC2)cc1)c1cc(F)c(F)cc1Cl | . | 0.9 | -3 | . | i | . | . | . | 2 | 1
COc1cccc(NC(=O)CN(C)CC(=O)Nc2ccc(C)cc2Cl)c1 | -2 | 0.6 | 0 | 5 | -0.5 | -1 | 2.1 | -1 | 1 | -1
CCN1CCCC1CNCC(O)COc1ccc(C(C)(C)C)cc1C (configuration not stated) | 3 | . | 4 | 0 | -0.6 | -11 | 1.5 | 1 | 13 | -3
COc1ccc(S(=O)(=O)N2CCC(C(=O)Nc3nnc(CCN4CCCCC4)s3)CC2)cc1 | -5 | . | 10 | -6 | -0.3 | -5 | 2.0 | 11 | 5 | 4
O=Cc1ccc(-c2cccc([N+](=O)[O-])c2)o1 | 4 | . | 18 | 6 | -0.5 | 2 | -0.3 | 26 | -2 | -2
CCN(CCO)Cc1csc2ccc(Br)cc12 | 2 | 1.2 | 3 | -4 | i | 9 | -1.3 | 19 | 2 | 1
O=C(NNC(=O)C1CCCO1)c1ccc([N+](=O)[O-])cc1 (configuration not stated) | 1 | -0.9 | 17 | -7 | i | -8 | 0.1 | 38 | 8 | -1
c1ccc(CNc2nc(Oc3ccncc3)c3sccc3n2)cc1 | . | 2.6 | 2 | . | -0.7 | . | . | . | . | 39*
CCCCC(=NCCc1c(C)[nH]c2ccc(OC)cc12)C1=C(O)CC(c2ccccc2)CC1=O (configuration not stated) | 5 | . | -2 | -1 | i | -2 | 1.0 | 9 | 0 | 1
COC(=O)C1(Cc2ccc3c(c2)CCC3)Cc2ccc3c(c2C1=O)CCC3 (configuration not stated) | . | . | 3 | . | i | -14 | . | . | 4 | 1
COc1ccc(C(=O)NC(=S)N2CCN(c3ccc([N+](=O)[O-])cc3)CC2)cc1 | 6 | . | 4 | 5 | -0.2 | -1 | 1.7 | -1 | -4 | -8
CCN(CC)CCNc1oc(-c2ccccc2)nc1S(=O)(=O)c1ccccc1 | . | -0.1 | -1 | 5 | i | 7 | 2.5 | . | 6 | -2
COc1ccc(C(CNC(=O)CSc2ccccc2)N2CCOCC2)cc1 (configuration not stated) | . | 7.6 | -7 | . | i | . | . | . | 6 | 2
COc1ccc(N2CCN(C3CCCN(C(=O)CN4CCCC4=O)C3)CC2)cc1 (configuration not stated) | -4 | 7.7 | 13 | -2 | -0.4 | -9 | 0.8 | -10 | 7 | 1
CCOC(=O)c1sc(Nc2nc(OC)cc(OC)n2)nc1C | -2 | . | . | -4 | . | -14 | 1.5 | 13 | -136 | .
COc1ccc(CC(N)c2csc(Nc3nccc(C(F)(F)F)n3)n2)cc1 (configuration not stated) | . | -0.5 | 3 | . | i | . | . | . | . | -4
Cc1ccc(S(=O)(=O)NC(=O)Nc2nnc(C)s2)cc1 | -3 | 0.9 | 15 | -1 | i | -3 | -0.3 | 9 | 1 | -8
O=C(O)c1[nH]c2ccccc2c1C(c1cccc(O)c1)c1c(C(=O)O)[nH]c2ccccc12 | 9 | 1.2 | -1 | -1 | -0.6 | 6 | -1.4 | 26 | -4 | 1
CCCCCCNCC1OCc2ccccc2CO1 | 5 | . | 0 | 1 | 0.0 | -5 | -5.6 | -12 | 4 | -2
COc1ccc(CCNC(=S)NC(=O)c2ccccc2)cc1C | 0 | -0.8 | 2 | -4 | i | -7 | 0.0 | 4 | -4 | -4
COc1cc(NC(=O)CSCc2ccc(Cl)cc2)c(C(=O)O)cc1OC | 0 | -0.8 | 6 | 8 | i | -10 | -0.8 | 18 | -5 | 1
COC(=O)CN1C(=S)N(C)C(=O)/C1=C/c1cccs1 | 0 | . | 12 | -8 | -0.3 | 2 | 0.1 | 38 | 1 | -2
O=C(NC(Cc1ccccc1)C(=O)N1CCN(c2ccccn2)CC1)c1ccco1 (configuration not stated) | -10 | -0.9 | 4 | -5 | . | 1 | 3.0 | 0 | -6 | 6
Nc1nc(COc2ccc3ccccc3c2)cs1 | 2 | 0.9 | 4 | -7 | -1.5 | 1&33 | 0.0 | 7 | 7 | 3
Cc1cccc(-n2cnc(C(=O)NNC(=S)Nc3ccccc3)c2)n1 | -2 | . | 5 | 12 | -0.4 | 67* | -0.6 | 17 | 8 | -5
Cc1cc(C)n2c(SCC(=O)Nc3cc(C)on3)nnc2n1 | -3 | 1.4 | 8 | -4 | i | -8 | 0.1 | -22 | -3 | 5
Cc1ccc2nc(NCc3ccc(F)cc3)c3nncn3c2c1 | -2 | -1.6 | 2 | 9 | -0.6 | -1 | -2.2 | 23 | -1 | 4
CCN(CC)S(=O)(=O)c1ccc(C)c(NC(=S)NC2CCCCC2)c1 | 3 | . | -1 | 8 | i | -7 | 2.7 | 17 | -2 | 3
CC(C)NS(=O)(=O)c1ccc(OCC(=O)Nc2ccc3c(c2)OCO3)c(Cl)c1 | 1 | -2.1 | 3 | -2 | i | 2 | -0.1 | -11 | 1 | -1
CCN1CCN(C(=O)C2CCN(S(=O)(=O)c3ccc(Br)cc3)CC2)CC1 | -7 | -0.3 | 8 | . | i | 7 | 1.3 | 9 | 2 | 2
CC1=CS/C(=C(/C#N)C(=O)NCc2ccco2)N1c1ccccc1 | 0 | 0.2 | 51* | 2 | -0.2 | -12 | 1.7 | 42 | 1 | -1
COc1cc(-c2nc(-c3ccc(NC(=O)c4ccc5c(c4)OCO5)cc3)no2)cc(OC)c1OC | 5 | 1.4 | 10 | 1 | 0.3 | -17 | 0.1 | 12 | 3 | -4
CCC(C)C1/C=C\CC(NC(=O)OCC2c3ccccc3-c3ccccc32)CC(=O)N1Cc1ccccc1 (configuration not stated) | . | -1.0 | 5 | . | i | -8 | . | . | 1 | -2
Cc1cccc(N2CCN(C(=O)c3cn4ccccc4n3)CC2C)c1 (configuration not stated) | -1 | 3.5 | -1 | 8 | -0.1 | 9 | -1.8 | 26 | 4 | 1
CCNC(=O)C1(C)CCCN1C(=O)c1cc(C)on1 (configuration not stated) | . | -1.5 | -2 | . | -0.4 | . | . | . | . | -1
CCOC(=O)Cn1c(C)c(Br)c(COC)c(C#N)c1=O | 0 | . | 2 | 7 | -0.1 | -19 | -0.8 | 21 | 1 | 1
C=C[C@@](C)(O)CC[C@@H]1[C@@]2(C)CCCC(C)(C)[C@@H]2CC[C@@]1(C)O | -6 | 5.6 | 10 | -2 | -0.5 | . | 0.3 | 7 | 6 | 2
Cc1ccc(C(=O)N2CCN(C(=O)c3ccc(C)cc3)C2)cc1 | -1 | 17 | -4 | -5 | -0.4 | -4 | -0.3 | 34 | 14 | -2
COc1cccc(N/C(SCc2ccccc2C)=C(/C#N)C(=O)NCc2cccs2)c1 | -2 | 0.0 | 27 | -3 | 5.3 | -6 | -2.2 | 8 | 7 | 1
C#CCNC(=O)/C=C/c1ccc(C)cc1 | 2 | -1.4 | 4 | -1 | -0.4 | -19 | 1.1 | 9 | 4 | 4

Whole records, quoted from the list. Values in the order: SARS 3CLpro inh	Mtb BioA inh	GDH-TPI inh	Rv3671c inh	Vc quorum ag	PriA SSB inh	UGM FP inh	VHR inh abs	MazEF act	FBA Mtb inh
CC1=CS/C(=C(/C#N)C(=O)NCc2ccco2)N1c1ccccc1 reads 0	0.2	51*	2	-0.2	-12	1.7	42	1	-1
COc1cccc(N/C(SCc2ccccc2C)=C(/C#N)C(=O)NCc2cccs2)c1 reads -2	0.0	27	-3	5.3	-6	-2.2	8	7	1

Next part:
SMILES | SARS 3CLpro inh | Mtb BioA inh | GDH-TPI inh | Rv3671c inh | Vc quorum ag | PriA SSB inh | UGM FP inh | VHR inh abs | MazEF act | FBA Mtb inh
Cc1ccc(C2CN(CCC(N)=O)C(=O)CO2)cc1 (configuration not stated) | . | 1.2 | 2 | 1 | 0.4 | -10 | -2.5 | . | -2 | 4
O=C(Cn1cc([N+](=O)[O-])cn1)N1CCCc2ccccc21 | 0 | . | -4 | 5 | -0.3 | -2 | -1.0 | 18 | 16 | 2
CC(C)[C@H](NC(=O)c1ccc(Br)cc1)C(=O)NC1CCCCC1 | . | -1.1 | -5 | -11 | -3.1 | -3 | . | . | 1 | -2
Cc1ccc(Cl)cc1NC(=O)COC(=O)CC(C)(C)C | 2 | . | -2 | 0 | i | -1 | 1.4 | 5 | 4 | 2
CCCn1c(SC(C)C(=O)N2CCOCC2)nc2ccc(Br)cc2c1=O (configuration not stated) | . | 2.6 | -7 | 9 | i | -10 | 0.0 | . | -5 | -3
Cc1noc(C)c1COc1cccc(C(=O)Nc2ccc(OCc3ccccc3)cc2)c1 | 3 | -0.7 | -7 | -39 | -0.7 | -1 | -0.1 | 18 | -6 | -5
COc1ccc(CSc2nnc(CNS(C)(=O)=O)o2)cc1 | -3 | -0.5 | 0 | -3 | -1.5 | -6 | 0.5 | 15 | 2 | 1
N#Cc1c(NC(=O)c2ccc(Br)o2)n(-c2ccccc2)c2nc3ccccc3nc12 | 4 | 0.2 | 12 | -178 | -0.2 | -10 | 4.8 | 13 | 9 | 48*
